TAAR1 agonist: human TAAR1 agonism; AID 624467; 360,000 compounds, 0.99% hits; CHO RD-HGA16 TAAR1, Fluo-8 calcium fluorescence; vehicle wells 0%, saturating PEA agonist 100%; activation, % at 3 µM; Q96RJ0;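 active means activation above the mean activation of all test compounds in the run plus 3 SD, cut at about 38% in these data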
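Assay system: CHO-derived RD-HGA16 cells with stable Gα16 and human TAAR1; timing: 17-24 h seeding, 75 min 37 °C dye, 30 min RT; read-out: % activation from peak over basal fluorescence ratio, DMSO-to-PEA scaled; measured by: kinetic Fluo-8 calcium fluorescence; benchmarks: low control DMSO, high control PEA (EC100); doses: 3 µM single concentration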
M5 antag: antagonists of human muscarinic M5 receptor (CHRM5); AID 624040; 360,000 compounds, 0.59% hits; P08912; inhibition, % at 3 µM; CHO-hM5 cells, Fluo-8 calcium fluorescence, ACh EC80;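 active means inhibition above a per-plate cutoff, the mean of that plate's test compounds plus 3 SD, cut at about 27% in these data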;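 further: 0% = acetylcholine EC80 with DMSO and 100% = DMSO without agonist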
Target sequence (P08912 whole entry, looked up): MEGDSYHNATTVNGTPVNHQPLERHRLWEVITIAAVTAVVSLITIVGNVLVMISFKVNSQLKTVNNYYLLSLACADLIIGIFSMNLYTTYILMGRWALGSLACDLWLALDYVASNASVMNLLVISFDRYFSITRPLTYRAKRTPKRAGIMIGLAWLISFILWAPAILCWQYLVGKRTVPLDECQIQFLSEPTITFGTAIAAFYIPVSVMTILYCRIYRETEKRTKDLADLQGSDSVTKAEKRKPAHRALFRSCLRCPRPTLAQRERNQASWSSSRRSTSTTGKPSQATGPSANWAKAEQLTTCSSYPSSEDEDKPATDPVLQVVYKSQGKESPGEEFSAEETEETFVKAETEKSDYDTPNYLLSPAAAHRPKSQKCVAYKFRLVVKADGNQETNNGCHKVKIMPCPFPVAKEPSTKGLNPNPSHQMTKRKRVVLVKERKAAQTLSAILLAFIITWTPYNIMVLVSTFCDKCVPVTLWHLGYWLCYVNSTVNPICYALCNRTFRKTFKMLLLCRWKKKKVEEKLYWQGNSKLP
CHRM4 PAM: positive allosteric modulators of human muscarinic M4 receptor; P08173; CHO-K1 hM4/Gqi5, Fluo-8 calcium fluorescence, ACh EC20; 0% = ACh EC20, 100% = maximal ACh; activation, % at 3 µM; 360,000 compounds, 0.4% hits;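 active means activation above its plate's cutoff, the mean activation of sample wells plus 3 SD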; further: some results filed as inactive read as strong as hits
Target sequence (P08173 whole entry, looked up): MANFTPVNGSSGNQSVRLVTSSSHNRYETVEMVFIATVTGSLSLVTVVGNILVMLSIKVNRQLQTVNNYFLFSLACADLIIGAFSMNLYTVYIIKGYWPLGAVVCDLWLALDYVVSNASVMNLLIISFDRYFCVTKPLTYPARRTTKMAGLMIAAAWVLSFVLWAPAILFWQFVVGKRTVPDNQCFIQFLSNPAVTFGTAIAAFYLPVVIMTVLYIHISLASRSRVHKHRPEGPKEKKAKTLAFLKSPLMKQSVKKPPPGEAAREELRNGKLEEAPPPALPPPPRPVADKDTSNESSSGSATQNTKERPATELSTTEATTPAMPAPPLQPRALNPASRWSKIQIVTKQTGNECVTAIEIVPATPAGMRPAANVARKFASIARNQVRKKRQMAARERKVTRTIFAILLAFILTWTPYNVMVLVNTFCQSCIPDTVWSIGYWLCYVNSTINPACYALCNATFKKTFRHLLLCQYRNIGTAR
M5 PAM: CHRM5 positive allosteric modulation; P08912; CHO-K1 hM5, Fluo-8 calcium, ACh EC20 PAM; 0% = ACh EC20, 100% = ACh EC100; activation, % at 3 µM; 360,000 compounds, 0.3% hits;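 active means activation above the run cutoff, the mean activation of all test compounds plus 3 SD, cut at about 18% in these data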
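Assay system – human M5 receptor in CHO-K1 cells · Read-out – % activation, ACh-normalized · Technique – Fluo-8 calcium fluorescence · Dosing – single-point, 3 µM nominal · Incubation – Fluo-8 loading 80 min at 37 °C plus 30 min room temperature · Repeats – singlicate, one well per test compound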
CHO-K1 Ca PAM: counter-screen for M1 PAMs: effect in parental CHO-K1 cells; ATP EC20, Fluo-8 calcium fluorescence; 0% at ATP EC20, 100% at ATP max; activation, % at 3 µM; 360,000 compounds, 0.02% hits; AID 602247;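 active means activation above the run cutoff, the mean activation of all test compounds plus 3 SD, cut at about 40% in these data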;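 further: peak over basal fluorescence ratio in a 140 s read after ATP addition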
M5 ag: agonists of human muscarinic M5 receptor (CHRM5). P08912. activation, % at 3 µM. CHO-K1 hM5 cells, Fluo-8 calcium fluorescence; 0% DMSO wells, 100% maximal acetylcholine response. 360,000 compounds, 0.19% hits. AID 624037;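 active means activation above the run's mean over test compounds plus 3 SD, cut at about 23% in these data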;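 further: signal is peak over basal fluorescence ratio across the kinetic read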
CRFBP-R2 agonist: agonists of human CRF-binding protein/CRF-R2 receptor complex; HEK293 CRF-R2/CRF-BP, calcium dye fluorescence (FLIPR); percent of saturating CRF peptide response; activation, % at 13.2 µM; 350,000 compounds, 0.46% hits;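 active means activation of at least 50%, plus an integration ratio under a set limit after plate pattern correction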;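 further: plate controls were neutral control wells without compound for no effect and CRF at EC100 for full effect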
TAAR1 antagonist: antagonists of human TAAR1. AID 624466. Q96RJ0. CHO RD-HGA16 TAAR1, Fluo-8 calcium fluorescence, antagonist. 360,000 compounds, 1.5% hits. inhibition, % at 3 µM;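 active means inhibition above a per-plate cutoff, the mean inhibition of test compounds on that plate plus 3 SD, cut at about 49% in these data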;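 further: 0% = DMSO plus EC80 beta-PEA response and 100% = DMSO alone without agonist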
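Test system: hTAAR1-expressing CHO RD-HGA16 cells, Gα16-coupled; Probe or stimulus: EC80 β-phenethylamine stimulus; Compound dosing: single nominal final test compound concentration of 3 µM; Timing: 140 s kinetic read after compound, 140 s after agonist; Signal: Fluo-8 calcium-sensitive fluorescence; Measure: % inhibition of agonist calcium response; Controls: DMSO and EC80 PEA controls.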
CRFR2-BP antag: blocks CRF-induced signaling of the CRF-BP/CRF-R2 complex; HEK293 CRF-R2/CRF-BP, CRF-induced calcium fluorescence; inhibition, % at 11.8 µM; 350,000 compounds, 0.59% hits;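 active means inhibition of the ligand-induced calcium signal above about 50% at the single tested concentration, limit read from the data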
Numbers without * were called inactive; / = no result given. Outcome played no part in choosing rows. About 4.2% of those tested had a hit in this group.

SMILES	TAAR1 agonist	M5 antag	CHRM4 PAM	M5 PAM	CHO-K1 Ca PAM	M5 ag	CRFBP-R2 agonist	TAAR1 antagonist	CRFR2-BP antag
CCn1c(SCC(=O)NC2CCCc3ccccc32)nnc1-c1cccs1 (stereo not drawn)	5	8	4	-2	18	-4	-5.3	-11	8
COc1cccc2c1OC[C@@H](CO)[C@H]2N(C)C(=O)Nc1ccc(Cl)cc1	9	-8	4	-2	18	3	1.8	8	-4
O=C(NCC1CCCN1S(=O)(=O)c1cccs1)C(=O)Nc1ccc(F)cc1 (stereo not drawn)	-1	-1	-7	-4	10	1	-2.1	-23	7
Cc1ccccc1NC(=O)c1cccc(N2C(=O)C3C4CCC(C4)C3C2=O)c1 (stereo not drawn)	6	-3	7	2	9	1	2.2	-1	-11
Cc1ccc(/C=C/C(=O)Nc2cc(S(N)(=O)=O)ccc2O)cc1	2	7	12	5	19	3	2.7	-19	12
Cc1cccn2c(=O)c(C=O)c(N3CC(C)OC(C)C3)nc12 (stereo not drawn)	3	18	2	-1	22	-2	0.2	-5	2
COc1ccc(Nc2nc(-c3ccncc3)nc3ccccc23)cc1	3	8	-2	-7	6	-4	-6.9	27	6
CC1=CC(c2ccccc2)n2nc(NC(=O)CCC(=O)O)nc2N1 (stereo not drawn)	0	-12	12	9	27	-1	1.4	-19	-9
Cc1ccc(S(=O)(=O)N(C)C)cc1NC(=S)Nc1ccc2cn[nH]c2c1	1	6	14	4	-7	-2	-1.5	-7	-5
CN1CCC(OC(=O)c2cccc(Br)c2)CC1	1	1	2	-11	20	-7	11	-13	-17
CCN(CC)Cc1c(C(=O)N/N=C/c2cccc(OCc3cccc(Cl)c3)c2)nnn1-c1nonc1N	-1	12	-1	-1	7	-1	2.0	-31	9
COc1cc(/C=C/CN2CCC(C(=O)NC(c3ccc(F)cc3)c3ccc4ccccc4n3)CC2)ccc1OC(C)=O (stereo not drawn)	49*	9	-9	-2	16	5	/	23	/
COc1ccccc1C(=O)NC(=O)CSc1cccc[n+]1[O-]	3	7	-1	2	-5	1	-1.5	-14	3
COc1cc(NC(=O)c2cc(OC)c(OC)c(OC)c2)c2ncccc2c1	1	9	5	-4	5	-1	-2.1	23	26
COc1ccc(C(C(=O)NC2CCCC2)N(Cc2cccnc2)C(=O)Cc2cccs2)cc1OC (stereo not drawn)	0	8	-4	2	4	-2	0.0	0	0
COc1ccc(-n2nc(C(=O)O)c3ccccc3c2=O)c(OC)c1	14	7	-5	-11	-1	3	0.8	-30	-3
CCOc1cc(C(c2c(C)[nH][nH]c2=O)c2c(C)[nH][nH]c2=O)cc(Br)c1OC	0	4	-2	7	1	-2	-1.6	-13	-4
CN(C)CCN1CCN(C2CN(Cc3ccc([N+](=O)[O-])cc3)S(=O)(=O)C2)CC1 (stereo not drawn)	2	-10	0	14	16	2	/	4	/
N#CCC(=O)Nc1ccc(C(=O)OCC(=O)N2CCN(C(=O)c3ccco3)CC2)cc1	0	13	8	3	18	1	0.6	0	-9
Cc1ccc(OCC(O)Cn2c(NCCc3ccccc3)nc3c2c(=O)[nH]c(=O)n3C)cc1 (stereo not drawn)	4	-6	4	-2	10	-6	-1.6	-16	4
OC(COc1ccc2c(c1)CCC2)CN1CCN(c2cccc(Cl)c2)CC1 (stereo not drawn)	10	1	1	-2	-2	-8	8.3	4	-46
CC(=O)c1ccc(-n2c(C)ccc2-c2ccccc2)cc1	8	5	-9	-7	-1	-3	0.3	-3	32
CCOc1ccc(-c2nnn(CC(=O)NCc3ccc(C)cc3)n2)cc1	-1	-5	5	8	13	5	-1.8	19	-12
Cc1cccn2cc(-c3ccc(F)cc3)nc12	3	1	7	1	26	-2	-1.6	-9	2
CCCCn1c(N)c(N(CC(C)C)C(=O)c2c(-c3ccccc3)noc2C)c(=O)[nH]c1=O	2	3	12	6	7	2	-0.3	-12	7

No new results follow: entries from further up.
SMILES	TAAR1 agonist	M5 antag	CHRM4 PAM	M5 PAM	CHO-K1 Ca PAM	M5 ag	CRFBP-R2 agonist	TAAR1 antagonist	CRFR2-BP antag
CCn1c(SCC(=O)NC2CCCc3ccccc32)nnc1-c1cccs1 (stereo not drawn)	5	8	4	-2	18	-4	-5.3	-11	8
COc1cccc2c1OC[C@@H](CO)[C@H]2N(C)C(=O)Nc1ccc(Cl)cc1	9	-8	4	-2	18	3	1.8	8	-4
O=C(NCC1CCCN1S(=O)(=O)c1cccs1)C(=O)Nc1ccc(F)cc1 (stereo not drawn)	-1	-1	-7	-4	10	1	-2.1	-23	7
Cc1ccccc1NC(=O)c1cccc(N2C(=O)C3C4CCC(C4)C3C2=O)c1 (stereo not drawn)	6	-3	7	2	9	1	2.2	-1	-11
Cc1ccc(/C=C/C(=O)Nc2cc(S(N)(=O)=O)ccc2O)cc1	2	7	12	5	19	3	2.7	-19	12

New compounds follow:
SMILES	TAAR1 agonist	M5 antag	CHRM4 PAM	M5 PAM	CHO-K1 Ca PAM	M5 ag	CRFBP-R2 agonist	TAAR1 antagonist	CRFR2-BP antag
COc1ccccc1OCCNC(=O)c1cccc(S(=O)(=O)N2CC(C)OC(C)C2)c1 (stereo not drawn)	1	4	-5	-8	-4	0	-2.2	-15	1
Cc1ccc(S(=O)(=O)N2CCCCC2)cc1NC(=O)CCCOc1ccccc1	3	11	4	-11	19	0	1.4	8	-5
COc1cc(CNCc2cc(OC)ccc2OC)cc(OC)c1	5	-11	-5	5	2	11	1.3	-14	10
Cc1ccccc1OCC(=O)OCC(=O)NCc1ccccc1	4	11	6	-3	19	2	-2.2	-18	10
Cc1ccc(NC(=O)c2ccc3snnc3c2)cc1C	0	-1	-3	-2	-6	-5	-0.7	-17	3
O=C(OCC(=O)N1CCC(Cc2ccccc2)CC1)c1cc(Br)ccc1O	-2	11	4	-10	-3	0	1.1	10	5
COc1ccc(CCN2C(=O)c3cccnc3C2=O)cc1OC	9	-1	-2	-1	-5	0	-0.1	-1	9
COc1ccc(-c2noc(CCC(=O)NCC3CCCO3)n2)cc1 (stereo not drawn)	0	6	-1	11	-8	0	-0.8	-12	-4
CCOC(=O)Cn1c(=O)oc2cc(S(=O)(=O)N3CCc4ccccc43)ccc21	0	6	-5	-12	5	2	6.3	16	5
O=C(COC(=O)CSc1ccc(Cl)cc1)NCCc1ccccc1	1	-3	24*	4	-19	-3	-1.4	-9	1
CS(=O)(=O)N1CCN(C(=O)c2ccc(Br)s2)CC1	1	7	-1	-8	11	0	-2.0	-1	1
CCc1nnc(NC(=O)c2c(C)nn(-c3ccccc3)c2Cl)s1	3	-2	4	-2	5	-1	-2.6	-13	-53
CCOC(=O)N1CCN(C(=O)C[C@@H]2C[C@@]3(C(=O)OCC)CCCC=C3N(CCc3ccc(OC)c(OC)c3)C2=O)CC1	0	4	4	1	/	1	/	-3	/
O=C(OCc1ccccn1)C1CCN(C(=O)c2ccc(Cl)cc2)CC1	0	-3	2	4	7	-4	0.0	-2	24
O=C(Cn1nc(CNc2ccc(Cl)cc2)[n+]2c1CCCCC2)c1ccccc1	4	-4	-2	1	12	-7	-1.4	-19	-11
CCCC(=O)NNC(=O)CCC(=O)NCc1ccccc1	5	9	5	-2	6	3	14	12	48
O=C(CSc1nc2ccccc2c(=O)n1Cc1ccccc1)Nc1ccc(Br)cc1C(=O)O	-2	5	1	-2	-5	-2	0.4	0	40
O=C(O)c1ccc(NC2=Nc3cccc4cccc2c34)cc1	7	1	24	6	14	1	-2.1	-8	-8
COc1ccccc1NCC(=O)NNC(C)C(=O)Nc1cccc(Cl)c1 (stereo not drawn)	1	16	4	0	21	4	-1.6	-16	4
Cc1cc(C)cc(NC(=O)N2CCNC(=O)C2CC(=O)Nc2cc(Cl)ccc2Cl)c1 (stereo not drawn)	2	1	1	-1	3	0	-1.1	1	-7
O=C(NCCc1ccccc1)c1ccc(Cl)nc1	6	0	-2	2	-4	-7	-0.2	-5	10
CC1(C)OC(=O)C2=C(C[C@@H](CCOCc3ccccc3)O[C@@H]2c2ccc(F)cc2)O1	2	3	-8	-4	1	-3	/	-1	/
Cc1cc(Nc2ccc(Br)cc2)n2nc(C)nc2n1	0	-5	12	5	11	-1	-1.0	-47	-18
O=C(CN1CCc2ccccc21)NC(=O)NC1CCCCC1	-3	10	-1	-2	21	-6	-0.7	-7	-6
Cc1c(-c2ccc(Cl)cc2Cl)nc2ccccc2c1C(=O)NCCN1CCOCC1	4	22	-3	-6	-2	-5	-0.8	-6	-20
C=CC[n+]1ccn(-c2nc3ccccc3nc2[N-]S(=O)(=O)c2cccs2)c1	4	7	-15	2	0	-3	-0.1	-37	-13
Clc1ccccc1N/N=C/c1ccc2c(c1)OCO2	-1	-3	-9	-6	-2	0	0.4	-8	-29
C#CCOCCOCCOCCNc1nc(N2CCN(C(=O)[C@H]([C@@H](C)CC)n3cc([C@@H](N)CC(C)C)nn3)CC2)nc(N2CCN(C(=O)[C@H](Cc3ccc(O)cc3)n3cc([C@@H](N)C(C)CC)nn3)CC2)n1 (stereo partly drawn)	3	14	-6	-10	9	0	-1.7	19	7
O=[N+]([O-])c1ccc(N2CCN(C(=S)Nc3ccc(F)cc3F)CC2)cc1	12	34*	-16	-23	-16	7	1.0	26	8
Cc1cc(/C=N/n2cnnc2)c(C)n1-c1ccc(C(=O)O)cc1	3	-12	16	3	14	-1	0.8	2	-7

Complete entries from above.
COc1ccccc1OCCNC(=O)c1cccc(S(=O)(=O)N2CC(C)OC(C)C2)c1 (stereo not drawn) in the list: TAAR1 agonist = 1; M5 antag = 4; CHRM4 PAM = -5; M5 PAM = -8; CHO-K1 Ca PAM = -4; M5 ag = 0; CRFBP-R2 agonist = -2.2; TAAR1 antagonist = -15; CRFR2-BP antag = 1
CCOC(=O)N1CCN(C(=O)C[C@@H]2C[C@@]3(C(=O)OCC)CCCC=C3N(CCc3ccc(OC)c(OC)c3)C2=O)CC1 in the list: TAAR1 agonist = 0; M5 antag = 4; CHRM4 PAM = 4; M5 PAM = 1; CHO-K1 Ca PAM = /; M5 ag = 1; CRFBP-R2 agonist = /; TAAR1 antagonist = -3; CRFR2-BP antag = /
Cc1c(-c2ccc(Cl)cc2Cl)nc2ccccc2c1C(=O)NCCN1CCOCC1 in the list: TAAR1 agonist = 4; M5 antag = 22; CHRM4 PAM = -3; M5 PAM = -6; CHO-K1 Ca PAM = -2; M5 ag = -5; CRFBP-R2 agonist = -0.8; TAAR1 antagonist = -6; CRFR2-BP antag = -20

Assay outcomes (PubChem)
